Screens: PubChem BioAssay, National Center for Advancing Translational Sciences (NCATS)
EPAC1 ag = qHTS for Agonist of cAMP-regulated guanine nucleotide exchange factor 3 (EPAC1): primary screen. Rap guanine nucleotide exchange factor 3 (Homo sapiens), O95398. EPAC1 agonist qHTS, biochemical assay; response scale: 100% = response to 6.5 mM cAMP. Potency, µM (doses to about 154 µM), for inactives: top-dose activation, most hits filed as activators. hit rate 0.073% among 360,000. AID 720707, 2013; also: potency is read from the fitted curve at half-maximal effect; nearly all actives have a fitted effect of over 60% in size
Target sequence (O95398 whole entry, looked up): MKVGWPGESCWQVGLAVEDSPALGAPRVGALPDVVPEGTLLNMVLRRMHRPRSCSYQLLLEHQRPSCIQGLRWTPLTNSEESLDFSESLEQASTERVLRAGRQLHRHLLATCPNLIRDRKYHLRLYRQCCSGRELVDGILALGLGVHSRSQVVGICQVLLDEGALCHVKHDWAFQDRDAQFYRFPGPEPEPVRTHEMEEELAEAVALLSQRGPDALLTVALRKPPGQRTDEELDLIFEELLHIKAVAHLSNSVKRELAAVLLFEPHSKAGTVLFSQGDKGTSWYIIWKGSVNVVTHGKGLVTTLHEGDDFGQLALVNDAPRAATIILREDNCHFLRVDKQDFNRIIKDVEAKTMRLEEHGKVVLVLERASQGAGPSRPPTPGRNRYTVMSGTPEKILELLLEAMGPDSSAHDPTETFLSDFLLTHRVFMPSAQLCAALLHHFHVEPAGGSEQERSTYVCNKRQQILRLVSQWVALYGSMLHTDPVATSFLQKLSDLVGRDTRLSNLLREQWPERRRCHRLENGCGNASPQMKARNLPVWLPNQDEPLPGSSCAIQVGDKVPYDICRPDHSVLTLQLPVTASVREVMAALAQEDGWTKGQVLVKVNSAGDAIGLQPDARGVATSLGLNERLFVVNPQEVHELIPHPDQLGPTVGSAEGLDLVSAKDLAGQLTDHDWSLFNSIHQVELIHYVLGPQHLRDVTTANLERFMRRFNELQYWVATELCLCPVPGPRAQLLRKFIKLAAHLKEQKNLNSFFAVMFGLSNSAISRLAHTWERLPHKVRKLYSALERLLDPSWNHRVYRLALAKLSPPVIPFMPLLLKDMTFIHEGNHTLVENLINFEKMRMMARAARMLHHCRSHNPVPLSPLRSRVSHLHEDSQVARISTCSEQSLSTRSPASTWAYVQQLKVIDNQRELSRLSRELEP
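Normalized to 6.5 mM cAMP, activity reflects EPAC1-catalysed release of BODIPY-GDP from Rap1B, followed kinetically over 30 min at 480 nm excitation, 540 nm emission. Reaction contained 100 nM EPAC1, 250 nM Rap1B-BODIPY-GDP, 50 uM GDP.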
WRN helicase inh = qHTS for Inhibitors of WRN Helicase; WRN helicase unwinding, fluorescent forked duplex, kinetic; AID 651768, 2012; hit rate 0.46% among 360,000; Potency, µM (titrated, usually from 114 µM), without a hit: at the top dose activity change, negative = inhibition, most hits filed as inhibitors; Bifunctional 3'-5' exonuclease/ATP-dependent helicase WRN (Homo sapiens), Q14191; also: potency is read from the fitted curve at half-maximal effect; % is scaled to controls: 0 for no effect and ±100 for the full control effect; nearly all actives have a fitted effect of over 55% in size
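WRN at 20 nM final preincubated with compound 15 min at room temperature; reaction started with 100 nM fluorophore/quencher forked duplex oligonucleotide and 2 mM ATP final. Unwinding followed kinetically by red fluorescence (ex 525, em 598 nm).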
EPAC1 antag = qHTS for Antagonist of cAMP-regulated guanine nucleotide exchange factor 3 (EPAC1): primary screen. Rap guanine nucleotide exchange factor 3 (Homo sapiens), O95398. EPAC1 GEF assay, Rap1b-BODIPY-GDP exchange fluorescence. Potency, µM (highest dose often 115 µM), inactives show top-dose activity change, negative = inhibition, actives largely listed as inhibitors. hit rate 0.14% among 360,000. AID 720709, 2013;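 also: potency is read from the fitted curve at half-maximal effect; plate controls were vehicle for no effect and positive control for full effect; nearly all actives have a fitted effect of over 50% in size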
PI5P4Ka inh = qHTS for Inhibitors of phosphatidylinositol 5-phosphate 4-kinase (PI5P4K) | Phosphatidylinositol 5-phosphate 4-kinase type-2 alpha (Homo sapiens), P48426 | PI5P4Kalpha enzyme, ADP-Glo luminescence, 60 min; stronger effect = lower value | max response, % | hit rate 1.2% among 330,000; active = max response of -50% or lower; inconclusive = between -30% and -50%; inactive = -30% or higher; also: value at the top dose of about 77 µM; % is scaled to controls: 0 for no effect and ±100 for the full control effect
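PI5P4Kalpha ADP-Glo assay; 5 microM ATP final; 60 min RT reaction; HEPES pH 7.4/EGTA/CHAPS, 5% DMSO; controls lacking substrate or enzyme; luminescent end-point.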
FUS yeast rescue = qHTS for Suppressors of FUS Proteinopathy: Primary screen using FUS-linked yeast assay; S. cerevisiae FUS-expressing, growth rescue, OD600, 24 h; Potency, µM (series often up to 76.6 µM), without a hit: at the top dose growth rescue (activation), most hits filed as activators; hit rate 0.24% among 390,000;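 also: potency is read from the fitted curve at half-maximal effect; plate controls were DMSO vehicle for no effect and reference control for full effect; nearly all actives have a fitted effect of over 55% in size; some results filed as inactive show a strong effect at the top dose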
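Read-out: OD at 600 nm after 24hr at 30C, reporting rescue of FUS-induced yeast toxicity. Cells at OD 0.005 in galactose (2%) minimal medium; compounds tested in a dilution series; CP55940 titration from 92uM final as control.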
IL2 activator = qHTS of IL-2 Activators. hit rate 0.065% among 360,000. IL-2 activation reporter assay, cell-based qHTS; stimulated with anti-CD3/CD4/CD28 beads; in transgenic mouse T cells. activation, % (series mostly up to about 46 µM); in the data active = activation above about 50%; inconclusive = mostly about 30% to 49%; also: 0% is about no effect
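Unstimulated transgenic mouse T cells; 60-min compound exposure; bead-based TCR/CD4/CD28 stimulation; 18 h culture, 37 degrees C; dual fluorescence (EGFP, DsRed) plate cytometry.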
PLK1 PBD inh = qHTS for Inhibitors of PLK1-PDB (polo-like kinase 1 - polo-box domain): Primary Screen | Potency, µM, without a hit: max response, negative = inhibition, actives largely listed as inhibitors | Plk1 PBD binding of FITC phosphopeptide, fluorescence polarization | hit rate 2.8% among 360,000 | AID 720504, 2013; also: potency is read from the fitted curve at half-maximal effect; series mostly up to about 57 µM; % is scaled to controls: 0 for no effect and ±100 for the full control effect; nearly all actives have a fitted effect of over 65% in size
Abeta rescue = qHTS for compounds that reverse cellular toxicity of Amyloid beta (A-beta) peptide in yeast: Primary Screen | yeast expressing A-beta42, growth rescue, OD600, 48 h; response scale: 0% DMSO, 100% iron-clioquinol control | Potency, µM (highest dose often 46.1 µM), for the others: top-dose growth rescue, usual class: activators | hit rate 0.063% among 410,000; also: potency is read from the fitted curve at half-maximal effect; nearly all actives have a fitted effect of over 55% in size
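Yeast A-beta toxicity model in growth medium with pinned compounds, 48 h at 30 C; growth read as absorbance at 600 nm. Normalized to FeCl3/clioquinol equimolar mix (positive) and DMSO (negative).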
* hit, by the source's call; ? = inconclusive; / = not tested or not shown; & = joins results of further samples; [ ] = dose if it differs, or a comment. Unless noted, calls follow the shape of the dose curve; as a rule, active = well fitted curve in the direction sought with a large enough effect; inconclusive = small, poorly fitted or top-dose-only effect, or another doubt; inactive = no such curve, though single readings can be large; an effect the other way counts as inactive or inconclusive.

SMILES | EPAC1 ag | WRN helicase inh | EPAC1 antag | PI5P4Ka inh | FUS yeast rescue | IL2 activator | PLK1 PBD inh | Abeta rescue
COc1ccc(C(OCC(O)CNCCc2ccc(S(N)(=O)=O)cc2)c2ccc(OC)cc2)cc1 (stereo unspecified) | 8% | 7% | -3% | 9 | 9% | 0.6 | -5% | 7%
CC(=O)N/N=C(\C)c1cccc(C(F)(F)F)c1 | -9% | -8% | -7% | 3 | 8% | 3.5 | 3% | -10%
COc1ccc(NC(=O)CSc2nnc(-c3cccnc3)n2Cc2ccco2)c(OC)c1 | -2% | 2% | 10% | -3 | -7% | -0.1 | -1% | 7%
COC(=O)c1ccc2c(c1)N(C)C(=O)CS2 | -2% | -1% | 13% | / | 4% | -0.9 | -1% | 5%
Cc1ccc(C(=O)OCC(=O)NCCNC(=O)COC(=O)c2ccc(C)s2)s1 | -2% | 1% | 6% | 3 | 16% | -4.3 | 0% | 2%
Cc1ccc2nc(C)c(C(=O)NN=C3CCN(C)CC3)n2c1 | -8% | 3% | 1% | 4 | -1% | 3.4 | 0% | 9%
CC(C)Cc1ccc(CN2CCCC(NC(=O)c3ccnn3C)C2)cc1 (stereo unspecified) | 4% | -17% | -16% | 11 | / | -2.0 | 0% | 8%
CCOCCCNC(=O)C(c1ccc(OC)cc1)N(Cc1cccs1)C(=O)CNC(C)=O (stereo unspecified) | 9% | 7% | 13% | 9 | -11%&3% | -0.4 | -6% | -10%&-16%
O=C(CSc1nc2ccccc2c(=O)n1NC(=O)Cc1ccccc1)NCc1ccccc1Cl | -6% | -15% | -13% | 2 | 42% | -0.6 | -7% | 1%
CN1CC=C2C(C#N)=C(N)C(C#N)(C#N)C(Cc3ccccc3)C2C1 (stereo unspecified) | 13% | -11% | -10% | 1 | 15% | 3.6 | ? | 13%

Compound profiles, from the list above. Screens in order: EPAC1 ag | WRN helicase inh | EPAC1 antag | PI5P4Ka inh | FUS yeast rescue | IL2 activator | PLK1 PBD inh | Abeta rescue
`CN1CC=C2C(C#N)=C(N)C(C#N)(C#N)C(Cc3ccccc3)C2C1` (stereo unspecified) is entered as 13% | -11% | -10% | 1 | 15% | 3.6 | ? | 13%
`Cc1ccc(C(=O)OCC(=O)NCCNC(=O)COC(=O)c2ccc(C)s2)s1` is entered as -2% | 1% | 6% | 3 | 16% | -4.3 | 0% | 2%
`COC(=O)c1ccc2c(c1)N(C)C(=O)CS2` is entered as -2% | -1% | 13% | / | 4% | -0.9 | -1% | 5%
`CC(C)Cc1ccc(CN2CCCC(NC(=O)c3ccnn3C)C2)cc1` (stereo unspecified) is entered as 4% | -17% | -16% | 11 | / | -2.0 | 0% | 8%

Next part
SMILES | EPAC1 ag | WRN helicase inh | EPAC1 antag | PI5P4Ka inh | FUS yeast rescue | IL2 activator | PLK1 PBD inh | Abeta rescue
Cc1ccc(F)cc1-c1nc(NC(C)C)nc2cc(-c3ccccc3)sc12 | -3% | -3% | -2% | 31 | 18% | -0.4 | 3% | 6%
COc1cc(OC)c(C2C3=C(CCCC3=O)Nc3nc4ccccc4n32)cc1OC (stereo unspecified) | 0% | -1% | 0% | 3 | -2% | -0.1 | -5% | 13%
Cc1ccc(C(=O)NCC(C)NC(=O)c2ccc(C)c(C)c2)cc1C (stereo unspecified) | -1% | -2% | -6% | -8 | 22% | -0.3 | -3% | -3%
CC(=O)Oc1ccc(C(=O)Nc2cccc(C(=O)c3cccc(NC(=O)c4ccc(OC(C)=O)cc4)c3)c2)cc1 | -13% | ? | ? | 6 | 17% | 0.1 | -9% | 11%
CCOc1cc(OCC)nc(S(C)(=O)=O)n1 | -2% | 9% | -13% | -7 | / | -0.1 | -2% | 2%
COc1ccc(C(C)(C)C)cc1NC(=O)Cn1cnnn1 | 12% | -3% | -1% | 0 | -25% | 0.4 | -8% | -3%
COC[C@H]1CCCN1[C@@H]1CS(=O)(=O)N[C@H]1COCc1ccccc1 | 5% | -3% | -22% | 2 | -22% | -0.5 | -9% | -12%
COc1ccccc1NC1=NCC(=O)N1Cc1ccccc1 | 10% | 0% | 2% | 6 | 30% | -1.6 | -6% | -4%
O=C1NN(c2ccccc2)C(=O)/C1=C\c1ccccc1 | 12% | -8% | 3% | -1 | 21% | 0.5 | 8.4µM* | 4%
CCOC(=O)C1=C(C)N(CCCCCC(=O)O)C(=O)NC1c1ccccc1OC(=O)c1cccs1 (stereo unspecified) | -13% | 10% | 19% | -17 | 27% | -0.1 | 4% | -25%
CNC(=S)NCc1ccc2[nH]c(C)cc2c1 | 1% | 6% | 7% | -5 | 5% | -0.8 | ? | -20%
COc1ccc(NC(=O)Cn2ncn3nc(-c4ccc(OC)cc4)cc3c2=O)cc1 | -1% | -1% | 3% | -10 | -27% | -1.4 | -5% | 12%
COc1cc(NC(=S)N2CCN(C(=O)c3ccco3)CC2)c(OC)cc1Cl | 6% | -22% | -1% | -8 | 20% | 0.0 | ? | -4%
FC(F)(F)c1ccccc1C1=CC(c2ccccc2)n2ncnc2N1 (stereo unspecified) | 1% | -5% | -3% | 3 | 25% | -0.3 | -7% | 1%
O=c1cc(CCl)nc(Cc2c(Cl)cccc2Cl)[nH]1 | -8% | 1% | -17% | -5 | 9% | 0.7 | -25% | -14%
C=CCNC(=O)c1cccc2c1C(=O)c1ccc(N3CCOCC3)cc1S2(=O)=O | 8% | -2% | -10% | 4 | 15% | 0.0 | 10% | 11%
Cc1ccc2c(c1)nnn2C1CCN(S(=O)(=O)c2ccc(C(=O)N3CC(C)CC(C)C3)cc2)CC1 (stereo unspecified) | 1% | 4% | -8% | -1 | 15% | -3.5 | -4% | 0%
CCn1c(C)nc2cc(C(=O)N/N=C/c3cccc(O)c3O)ccc21 | -2% | -15%[57.1 µM] | ? | -1 | 7% | -0.3 | 0% | -8%
O=C(COC(=O)C1CCN(/C=C/C(=O)C(F)(F)F)CC1)Nc1ccccc1 | 0% | -16% | 26% | 3 | / | -0.4 | 3% | -17%
O=C(Nc1nnc(S(=O)(=O)N2CCCCCC2)s1)c1cccc(Br)c1 | -32%[inhibitor] | -10% | -1% | -9 | 11%&-23% | -3.1 | -28% | -9%&-3%
CCCn1c(SCC(=O)Nc2cccc(C(=O)OCC)c2)nnc1-c1ccoc1C | 1% | 5% | 0% | -4 | 11% | -1.0 | -11% | -15%
Cc1ccc(N(CC(=O)Nc2ccccc2C(=O)NCc2ccco2)S(=O)(=O)c2ccccc2)cc1C | 8% | -8% | ? | 1 | 31% | 0.0 | -6% | 18%
Cc1ccc(Cn2cc(CN3CC(N(C)C)CS3(=O)=O)nn2)cc1 (stereo unspecified) | 2% | 2% | 4% | -2 | -5% | 0.5 | 2% | -1%
COCCN(C(=O)CSc1nncn1-c1ccccc1)c1c(N)n(Cc2ccccc2)c(=O)[nH]c1=O | -2% | 4% | -8% | -11 | 11% | -2.3 | -4% | 9%
CC(=O)Nc1ccc(N2N=C(C)C(N=Nc3ccccc3)C2=O)cc1 (stereo unspecified) | -8% | 6% | -20% | 0 | -10% | -5.2 | 1% | -17%
COc1ccc(C(=O)N/N=C/c2cccnc2)cc1 | 2% | 4% | 13% | -9 | -26% | -2.2 | 4% | 5%
CC1=CC2=C(OC1N(C)C)c1cccc3cccc(c13)C2=O (stereo unspecified) | 1% | -20% | -10% | -1 | / | 0.7 | -10% | -22%
Cc1ccc(C(=O)Nc2ccccc2Oc2ccccc2)o1 | 3% | 11% | 0% | -1 | -7% | 6.8 | 2% | -7%
COc1cc(/C=C2/SC(=S)N(CC(=O)O)C2=O)ccc1OC(=O)c1ccco1 | 0% | -18% | 1% | -2 | 9% | -0.1 | -12% | 7%
COc1c(C)cc(C(=O)C2CCCN(C(=O)c3cc4nc(C)cc(C)n4n3)C2)cc1C (stereo unspecified) | 11% | -3% | 2% | -1 | -2% | -0.2 | -7% | 1%
CC1CC(C)CN(CC(O)COc2ccc3c(c2)CCC3)C1 (stereo unspecified) | -5% | 5% | 1% | 13 | / | 0.5 | 7% | 10%
CC1(Cc2cccc(F)c2)C(=O)Nc2ccc(OC(F)(F)F)cc21 (stereo unspecified) | -21% | -1% | -19% | 6 | -10% | -0.2 | 2% | ?
COc1ccccc1NC(=O)Nc1ccc(NC(=O)c2ccccc2O)cc1 | 11% | -10% | ? | -1 | -6% | 0.8 | -10% | -10%
CCCCNc1nc(-c2ccccc2)cc(C(F)(F)F)c1C(N)=O | 19% | -9% | -11% | / | 13% | -0.1 | -3% | 10%
Cc1cccc(NS(=O)(=O)c2ccc(C)c(C(=O)OCC(=O)Nc3cc(C)on3)c2)c1 | -2% | -8% | -24% | -9 | -9% | -2.3 | -1% | -16%
COc1ccc(C2NC(=O)C(C)S2)cc1 (stereo unspecified) | -3% | -3% | 3% | / | -1% | -3.3 | -24% | -1%
Cc1ccc(NC(=S)N(N)CCO)cc1 | 10% | 3% | -5% | -6 | -15% | 1.0 | ? | 4%
C#CC[N+](C)(C)CC#Cc1ccc(Cl)cc1 | 6% | -21%[57.1 µM] | -22% | -8 | 1% | -4.5 | -15% | -8%
CCC(=O)Nc1cccc(NC(=O)c2ccccc2Br)c1 | 0% | -11%[57.1 µM] | -19% | -3 | 2% | -1.2 | 0% | 14%
CCOC(=O)c1c(S(=O)(=O)N2CCCC(C(=O)Nc3ccc(C)cn3)C2)c(C)n(C)c1C (stereo unspecified) | -12% | 9% | 13% | 2 | 7%&0% | -2.1 | 2% | 6%&2%
O=C(Nc1cccc([N+](=O)[O-])c1)c1ccc([N+](=O)[O-])o1 | -5% | 2% | 2% | 1 | 20% | -1.1 | -28% | -79%[inhibitor]
CCOC(=O)C1CCCN(C(=O)C2CCN(S(=O)(=O)N3CCC4(CC3)OCCO4)CC2)C1 (stereo unspecified) | 12% | 0% | 0% | / | -4% | -2.8 | -7% | 1%
CN(C)NC(=S)Nc1ccc(S(=O)(=O)N2CCCCC2)cc1 | -5% | 3% | -2% | 2 | 8% | -1.2 | -13% | -20%
